# Assay outcomes as filed in PubChem BioAssay.
# TR SRC2 fluor cs – Total Fluorescence Counterscreen for Inhibitors of the Interaction of Thyroid Hormone Receptor and Steroid Receptor Coregulator 2 | TRb/SRC2 Texas Red total fluorescence interference | Potency, µM (doses to about 106 µM), for inactives: at the top dose fluorescence change, negative = quenching | hit rate 0.29% among 280,000 | AID 1479, 2009; active means well fitted curve in either direction with a large enough effect; inconclusive means small, poorly fitted or top-dose-only effect
#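 Human TRβ ligand-binding domain (0.6 uM) and Texas Red SRC2 peptide (20 nM) in Tris buffer with 1 uM T3 and 5% DMSO were incubated with pinned compound for 5 hr at ambient temperature. Total fluorescence was computed as S + 2P (555/632 nm).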
# Tau ThT inhib – qHTS for Inhibitors of Tau Fibril Formation, Thioflavin T Binding; hit rate 2.1% among 270,000; recombinant tau K18 P301L, heparin-induced fibrillization, ThT fluorescence; Potency, µM (highest dose often 57.4 µM), for inactives: top-dose activity, negative = inhibition, hits mostly inhibitors; Microtubule-associated protein tau (Homo sapiens), P10636; further: nearly all actives have a fitted effect of over 55% in size
#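 Using a mix of unlabeled (15 uM) and Alexa 594-labeled (0.24 uM) tau K18 P301L, heparin-triggered fibrillization over 6 hr at 37 C was scored by ThT fluorescence.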
# L3MBTL1 inh – qHTS Assay for the Inhibitors of L3MBTL1; AlphaScreen L3MBTL1–H3K9me1 peptide binding; Potency, µM (highest dose often 57.1 µM), inactives show top-dose activity, negative = inhibition, hits mostly inhibitors; hit rate 0.66% among 230,000; AID 485360, 2010; further: nearly all actives have a fitted effect of over 60% in size
#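 L3MBTL1 (50 nM) pre-complexed 30 min with biotinylated H3(1-15)K9me1 peptide (75 nM), then compounds added for 30 min at room temperature; AlphaScreen streptavidin donor/nickel chelate acceptor beads (10 ug/mL final) read after 30 min dark incubation.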
# Tau FP inhib – qHTS for Inhibitors of Tau Fibril Formation, Fluorescence Polarization. Microtubule-associated protein tau (Homo sapiens), P10636. K18 P301L tau heparin fibrillization, Alexa594 FP, 6 h. Potency, µM (titrated, usually from 57.7 µM), for the others: top-dose activity, negative = inhibition, actives largely listed as inhibitors. hit rate 0.39% among 280,000. AID 1468, 2008; further: nearly all actives have a fitted effect of over 55% in size
#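 FP of Alexa 594-tau after heparin (20 uM) induction. Substrate: human K18 P301L, 15 uM unlabeled, 0.24 uM labeled. Buffer 100 mM sodium acetate pH 7. 6 hr, 37 C.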
# JMJD2E inh – qHTS Assay for Inhibitors of Human Jumonji Domain Containing 2E (JMJD2E); Lysine-specific demethylase 4E (Homo sapiens), B2RXH2; JMJD2E catalytic domain, FDH-coupled NADH fluorescence (FDH is formaldehyde dehydrogenase); Potency, µM (top dose mostly 57.1 µM), inactives show top-dose activity change, negative = inhibition, usual class: inhibitors; hit rate 1.6% among 230,000; AID 2147, 2009; active means well fitted inhibition curve with a large enough effect, not every such curve was filed as active; inconclusive means small, poorly fitted or top-dose-only effect, or another doubt; inactive means no such curve, though single readings can be large or run the other way;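 further: 0% = wells with enzyme and -100% = buffer wells without enzyme; nearly all actives have a fitted effect of over 50% in size; many of its hits are not listed in these tables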
# RGS12 GoLoco inh – qHTS Assay for Inhibitors of RGS12 GoLoco Motif Activity (Red Fluorophore); Gai1:RGS12 GoLoco peptide FP, rhodamine, 10 min; Potency, µM (titrated, usually from 61.6 µM), for inactives: at the top dose activity, negative = inhibition, usual class: inhibitors; hit rate 0.44% among 230,000; active means well fitted inhibition curve with a large enough effect, not every such curve was filed as active; inactive means no such curve, though single readings can be large or run the other way; further: nearly all actives have a fitted effect of over 30% in size; many of its hits are not listed in these tables
# TRb SRC2 PPI – qHTS for Inhibitors of the Interaction of Thyroid Hormone Receptor and Steroid Receptor Coregulator 2 | TRbeta-SRC2 peptide binding, fluorescence polarization; receptor liganded with 1 µM T3 | Potency, µM (doses to about 106 µM), for inactives: top-dose activity change, negative = inhibition, hits mostly inhibitors | hit rate 0.065% among 280,000 | AID 1469, 2008;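 further: plate controls were bound peptide for no effect and peptide without receptor for full effect; nearly all actives have a fitted effect of over 50% in size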
# Target sequence (P10828 whole entry, looked up): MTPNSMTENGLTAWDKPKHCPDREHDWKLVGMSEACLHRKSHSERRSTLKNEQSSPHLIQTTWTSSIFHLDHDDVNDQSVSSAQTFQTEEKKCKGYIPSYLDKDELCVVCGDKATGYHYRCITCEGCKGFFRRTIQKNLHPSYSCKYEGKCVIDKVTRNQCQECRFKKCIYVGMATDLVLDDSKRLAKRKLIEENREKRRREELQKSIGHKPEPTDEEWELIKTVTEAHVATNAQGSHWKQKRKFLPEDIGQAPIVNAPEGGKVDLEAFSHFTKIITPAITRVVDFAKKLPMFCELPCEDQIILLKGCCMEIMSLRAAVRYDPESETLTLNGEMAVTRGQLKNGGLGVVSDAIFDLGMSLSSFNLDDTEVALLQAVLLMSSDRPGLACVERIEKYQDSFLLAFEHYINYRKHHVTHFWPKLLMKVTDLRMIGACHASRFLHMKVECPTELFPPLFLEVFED
#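 Quantitative HTS by FP: 0.6 uM TRb LBD, 20 nM labeled SRC2 20-mer, 1 uM T3, 5% DMSO; 5 hr ambient incubation; % activity per concentration and potencies from concentration series.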
# RECQ1 helicase – qHTS Assay for Inhibitors of RecQ-Like Dna Helicase 1 (RECQ1) | ATP-dependent DNA helicase Q1 (Homo sapiens), P46063 | RECQ1 DNA unwinding, red fluorescence kinetic read | Potency, µM (titrated, usually from 57.3 µM), for the others: at the top dose activity, negative = inhibition, hits mostly inhibitors | hit rate 0.54% among 240,000;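 further: plate controls were vehicle for no effect and no enzyme for full effect; nearly all actives have a fitted effect of over 30% in size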
# Target sequence (P46063 whole entry, looked up): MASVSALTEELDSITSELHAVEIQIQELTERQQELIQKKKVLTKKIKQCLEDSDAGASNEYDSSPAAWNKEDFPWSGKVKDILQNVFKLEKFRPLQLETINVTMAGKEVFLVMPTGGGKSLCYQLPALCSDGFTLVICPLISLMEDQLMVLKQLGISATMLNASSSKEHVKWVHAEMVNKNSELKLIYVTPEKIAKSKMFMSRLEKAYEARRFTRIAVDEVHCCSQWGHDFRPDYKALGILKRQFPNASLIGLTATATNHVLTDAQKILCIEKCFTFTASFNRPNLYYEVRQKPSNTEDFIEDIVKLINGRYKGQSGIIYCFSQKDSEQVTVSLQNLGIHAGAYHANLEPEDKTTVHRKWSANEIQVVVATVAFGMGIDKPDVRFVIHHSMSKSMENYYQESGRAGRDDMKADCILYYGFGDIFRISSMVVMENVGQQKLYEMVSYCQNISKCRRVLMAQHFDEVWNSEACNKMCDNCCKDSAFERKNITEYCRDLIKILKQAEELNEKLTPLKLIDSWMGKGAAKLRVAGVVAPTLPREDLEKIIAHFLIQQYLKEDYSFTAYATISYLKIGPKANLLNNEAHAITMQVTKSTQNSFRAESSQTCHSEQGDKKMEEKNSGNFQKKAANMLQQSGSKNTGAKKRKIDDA
#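 RECQ1T1 50 nM; forked duplex (20 bp + 30-nt ss tails) 200 nM, ATP 2 mM final; pH 8.0, 2 mM MgCl2, 2.5 ug/ml poly(dI-dC); 15 min compound preincubation; discontinuous kinetic read over 2 h at RT.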
# * marks the source's active call; other numbers are inactive results; i = inactive; ? = inconclusive; . = not tested or not shown; [ ] = dose if it differs, or a comment. Unless noted, the call rests on the fitted dose curve; in most records, active means well fitted curve in the direction sought with a large enough effect; inconclusive means small, poorly fitted or top-dose-only effect, or another doubt; inactive means no such curve, though single readings can be large; an effect the other way counts as inactive or inconclusive. Unless noted, on the % scale 0 is the no-effect control and ±100 the full control effect; potency means the concentration at half of the fitted maximal effect.
# The line under a structure holds: Tau ThT inhib	JMJD2E inh	RECQ1 helicase	TR SRC2 fluor cs	RGS12 GoLoco inh	L3MBTL1 inh	Tau FP inhib	TRb SRC2 PPI
> COc1ccc(CNc2nc3c(c(=O)[nH]c(=O)n3C)n2Cc2ccccc2C)cc1
  -15%	4%	-4%	-2%	6%	.	16%	-8%
> Cc1ccc2c(COC(=O)C3=COCCO3)cc(=O)oc2c1
  -17%	-1%	0%	-1%	3%	-4%	-1%	10%
> Cc1nnc(SCc2cccc([N+](=O)[O-])c2)[nH]c1=O
  -3%	-1%	i	-1%	7%	.	4%	3%
> Cc1c(C(c2cccs2)c2c(C)n(C)n(-c3ccccc3)c2=O)c(=O)n(-c2ccccc2)n1C
  -3%	-10%	i	-1%	-5%	9%	-3%	-2%
> CC(Oc1ccc(Cl)cc1Cl)C(=O)NC(=S)N1CCc2ccccc21 (stereo not given)
  7%	2%	-2%	0%	22%	-29%	4%	13%
> S=C(NC1CCCCC1)NC1CC2C=CC1C2 (stereo not given)
  .	8%	-2%	0%	3%	.	2%	-7%
> Cc1cc2c(cc1S(=O)(=O)NCc1ccccc1)OCC(=O)N2
  -5%	.	.	6%	.	8%	3%	-4%
> COc1cc(/C=C/C(=O)NCCn2c(C)cc3ccccc32)cc(OC)c1OC
  ?	2%	-4%	-3%	7%	-3%	?	-2%
> O=C(Nc1ccccc1)c1nc2ccccc2s1
  -7%	0%	i	2%	-9%	24%	-5%	3%
> CC1(C)C2CCC1(C)C(OC(=O)C[n+]1ccccc1N)C2 (stereo not given)
  -2%	?	7%	-3%	2%	2%	7%	6%

# Some entries already given with just RGS12 GoLoco inh, TRb SRC2 PPI and L3MBTL1 inh.
SMILES | RGS12 GoLoco inh | TRb SRC2 PPI | L3MBTL1 inh
Cc1ccc2c(COC(=O)C3=COCCO3)cc(=O)oc2c1 | 3% | 10% | -4%
Cc1nnc(SCc2cccc([N+](=O)[O-])c2)[nH]c1=O | 7% | 3% | .
Cc1c(C(c2cccs2)c2c(C)n(C)n(-c3ccccc3)c2=O)c(=O)n(-c2ccccc2)n1C | -5% | -2% | 9%

# (continued)
# The line under a structure holds: Tau ThT inhib	JMJD2E inh	RECQ1 helicase	TR SRC2 fluor cs	RGS12 GoLoco inh	L3MBTL1 inh	Tau FP inhib	TRb SRC2 PPI
> COc1ccc(-c2nnc(SCc3ccccn3)n2C)cc1
  ?	3%	-2%	2%	4%	3%	-10%	-6%
> COc1ccc(NS(=O)(=O)c2ccc(N3CCOCC3)c(NC(=O)c3ccccc3Br)c2)cc1
  -14%	-6%	-8%	-1%	6%	5%	3%	8%
> CCc1nnc(NC(=O)Cc2sc(C)nc2-c2ccc(C)cc2)s1
  7%	-4%	?	2%	-8%	0%	4%	-1%
> CN(C(=O)Cn1c(=O)n(Cc2ccc(C(=O)NCc3ccc4c(c3)OCO4)cc2)c(=O)c2ccccc21)c1ccccc1
  -5%	.	.	4%	.	.	-15%	-7%
> COc1cc(OC)cc(C2=NCCN2)c1
  -7%	?	-11%	-1%	8%	-11%	3%	5%
> Cc1ccc(-c2nn(CC(=O)NCc3ccco3)c(=O)c3ccccc23)cc1
  17%	-6%	-7%	3%	12%	-8%[11.4 µM]	-7%	-14%
> CCCOc1ccc(/C(O)=C2/C(=O)C(=O)N(CCCn3ccnc3)C2c2ccc(C)o2)cc1 (stereo not given)
  .	-9%	-5%	-3%	-1%	.	0%	-7%
> COc1ccc(CNC(=O)Cn2ccc3cc(S(=O)(=O)N4CCCCC4)ccc32)cc1OC
  7%	.	.	-1%	.	.	10%	0%
> COc1ccc(-c2nc(CCNC(=O)Cc3ccc(F)cc3)cs2)cc1
  -4%	.	.	3%	.	.	-1%	7%
> COc1cnc(-c2ccccn2)nc1Oc1ccccc1
  -10%	11%	2%	-2%	7%	32µM*	1%	1%
> Clc1ccc(C2NCCc3sccc32)cc1 (stereo not given)
  -8%	3%	i	-2%	6%	1%	-11%	-8%
> CCN(CC)S(=O)(=O)c1ccc(OC)c(NC(=O)COc2ccc3c(C)cc(=O)oc3c2)c1
  -2%	?	-11%	-2%	6%	2%	-1%	-2%
> CCOC(=O)c1c(NC(=O)CSc2nnc(C)s2)sc2c1CCC(CC)C2 (stereo not given)
  -14%	4%	-3%	-2%	-2%	-6%	-1%	0%
> O=C(Nc1ccc(Cl)cc1)c1ccc(-c2ccccn2)s1
  .	?	-4%	-7%	6%	.	-8%	6%
> Cc1ccc(/C(O)=C2\C(=O)C(=O)N(CC(C)O)C2c2ccccn2)cc1 (stereo not given)
  -1%	-3%	i	-8%	1%	6%	6%	2%
> Cn1cc(C(=O)N/N=C/c2cccc([N+](=O)[O-])c2)c2ccccc21
  .	-2%	-1%	-4%	12%	.	-4%	-2%
> COc1cccc(CC(NC(C)=O)C(=O)NC2CCN(C(=O)C3CC3)CC2)c1OC (stereo not given)
  1%	-17%	i	2%	2%	9%	5%	-2%
> CC(S)C(=O)NCC(=O)O (stereo not given)
  ?	.	0%	0%	10µM*	.	?	1%
> CC(C)NC[C@H](O)c1cc(O)cc(O)c1
  .	-5%[25.5 µM]	-5%[25.9 µM]	0%	-1%[21.6 µM]	.	.	-1%
> O=C(Sc1ccccc1)c1cccc(Cn2cc(C(F)(F)F)ccc2=O)c1
  3%	2%	i	-4%	4%	3%	?	-8%
> NC(=O)Cc1ccc2sc(-c3ccccc3)nc2c1
  -5%	-1%	3%	-3%	1%	-10%	-1%	0%
> O=C(CN1CCN(S(=O)(=O)c2ccccc2)CC1)NC(=O)NCc1ccccc1
  -3%	-1%	1%	-2%	2%	-8%	-7%	-6%
> CC(C)N1CCN(Cc2ccc(-c3ccccc3Cl)o2)CC1CCO (stereo not given)
  -6%	0%	-8%	1%	-6%	-11%	-3%	1%
> CC1CCN(C(=O)CNC(=O)c2ccc(Cl)cc2Cl)CC1
  -8%	9%	i	2%	4%	.	-3%	-2%
> CCC(C)NC(=O)CCSc1nc(-c2ccc3c(c2)OCO3)cc(C(F)(F)F)n1 (stereo not given)
  -14%	.	.	6%	.	.	-3%	-2%
> O=C1C(=O)N(c2ccccc2)c2ccccc21
  -19%	-2%	i	-2%	8%	.	-10%	-15%
> COC(=O)N/N=C/c1cc([N+](=O)[O-])cc(Br)c1O
  ?	-2%	-4%	-4%	6%	17%	-1%	-5%
> Cn1nc(C(F)(F)F)c(CO)c1Sc1ccc(F)cc1
  -1%	2%	i	-1%	5%	0%	3%	-2%
> CC1CCCC(C)N1C(=O)c1cccc2c1-c1ccccc1/C2=N/O (stereo not given)
  -7%	-10%	-9%	0%	4%	1%	-5%	2%
> Cc1ccc(SCc2ccc(C(=O)Nc3ccccc3C(=O)NC(C)C)cc2)cc1
  11%	?	-11%	-1%	.	0%	-10%	6%
> Cc1cc(C)cc(NC(=O)N2CCN(S(C)(=O)=O)CC2)c1
  5%	5%	-3%	-3%	7%	2%[11.4 µM]	1%	6%
> CCCc1nc2oc3c(=O)[nH]cnc3c2c2c1COC(C)(C)C2
  1%	?	i	-2%	2%	-1%	3%	-4%
> O=C(NC1CC1)C(=O)c1c(-c2ccccc2)[nH]c2ccccc12
  -6%	5%	-1%	-1%	0%	1%	0%	3%
> CCCCN(CCCC)CCNC(=O)c1cn(C)c2ccc(S(=O)(=O)N3CCCC3)cc2c1=O
  3%	.	.	-1%	.	.	-3%	0%
> Cc1c(C(=O)NCc2ccc3c(c2)OCO3)cccc1[N+](=O)[O-]
  1%	1%	i	-1%	16%	7%	-4%	4%
> O=C(NCCn1ccc2ccccc21)c1ccc(S(=O)(=O)N2CCCCC2)cc1
  -2%	5%	-5%	1%	28%	3%	-6%	8%
> Cc1ccc(S(=O)(=O)NC(=O)NC(=O)N(C)S(=O)(=O)c2ccc(C)cc2)cc1
  12%	1%	16%	-1%	0%	.	3%	-7%
> CC(NC(=O)CCc1nnc(CCCc2ccccc2)o1)c1ccccc1 (stereo not given)
  -7%	7%	-4%	-2%	18%	5%	10%	4%
> COc1ccc(/C=C/C(=O)Nc2sc(C)c(C)c2C(=O)O)cc1
  2.2µM*	.	.	-8%	.	.	-1%	-2%
> CCC(=O)NCCCCCCNC(=O)CC
  -4%	8%	-10%	-5%	12%	.	5%	-2%
> O=C(Nc1cc(C(F)(F)F)ccc1Cl)C(Sc1nnc(-c2cccs2)o1)c1ccccc1 (stereo not given)
  ?	-3%	-5%	-3%	.	-8%	-7%	0%
> O=C(CSC1=NCCS1)Nc1ccnc2ccccc12
  -8%	0%	i	-2%	12%	5%[11.4 µM]	-3%	1%
> CCOC(=O)C(C)Sc1nnc(CNC(=O)c2ccc(OC)cc2)n1C1CCCCC1 (stereo not given)
  -10%	1%	7%	1%	9%	0%	-3%	-3%
> CCOC(=O)c1cccc(NS(=O)(=O)Cc2ccccc2)c1
  8%	4%	i	1%	-8%	-11%	1%	5%
> Cc1ccc(Nc2nc3c([nH]2)c(=O)[nH]c(=O)n3C)cc1
  -12%	1%	-11%	-1%	6%	.	0%	-8%
> COc1cc(OC)c(NC(=O)Nc2c(C)n(C)n(-c3ccccc3)c2=O)cc1Cl
  -7%	.	.	0%	.	.	-1%	3%
> COc1cccc(NC(=O)CSc2nc(C)cs2)c1
  -8%	?	-6%	-1%	2%	.	-4%	-17%
> CCOc1ccccc1NC(=S)Nc1ncccc1C
  -10%	-10%	-26%	-1%	.	?	-5%	-3%
> S=C(Nc1ccccc1)N1CCn2c(nc3ccccc32)C1
  0%	-8%	-2%	-3%	11%	.	-6%	-2%

# A portion of the library; the hit share may differ from the screen's.
